Compound activity: PubChem BioAssay, Small Molecule Screening Facility, UW Madison
SSB-PriA inh = K. pneumoniae PriA-SSBct interaction inhibition; actives 0.6% (n = 430,000); AlphaScreen SSBct-PriA binding, biotinylated peptide; inhibition, % at 33 µM; AID 1272365; in the data active = inhibition mostly above about 37%, no sharp cut-off; inactive = mostly below about 20%;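 also: plate controls were negative control peptide for no effect and reference peptide for full effect; strong numbers were not always called active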
* hit, by the source's call; & = joins results of further samples.

SMILES	SSB-PriA inh
CCOc1cc(C=NNc2nc(-c3ccc(C)cc3)c(NC(C)=O)s2)ccc1O	-12
COc1ccc(S(=O)(=O)NCCc2ccc(N(C)C)cc2)cc1Cl	26
COc1ccc(C(=S)N2CCN(C(=O)c3cccs3)CC2)cc1	-13
O=C(NN=Cc1ccccc1)c1ccc(NC(=O)c2ccc(F)cc2)cc1	-12
Cc1cccc(NC(=O)[C@H]2CCCN(c3ccc(=O)n(C)n3)C2)n1	-5
COc1ccc(CC(=O)N2CCN(c3ncnc4c3nnn4C)CC2)cc1OC	2
CC(C)C(=O)NCCc1ccc2c(c1)CCCN2C	7
O=S(=O)(c1cccs1)N1CCc2ncncc2C1	1
COc1ccc(-c2ccc(N3CCC(C(=O)Nc4ccccc4C(N)=O)CC3)nn2)cc1	-5
CC(C)CC(=O)NCC#CCN(C(C)C)C(C)C	-14
COc1cc2ccccc2cc1C(=O)Nc1nnc(-c2cc(C)n(C)n2)o1	1
Cc1ccc(Cn2cc(C(=O)NNC(=O)NCc3ccccc3)ccc2=O)cc1	-7
COC(=O)N1CCc2c(sc(NC(=O)c3ccccc3Cl)c2C(N)=O)C1	-9
Cn1nc(C2CCN(Cc3nc4ccccc4[nH]3)CC2)n(-c2ccccc2)c1=O	-12
O=C(NN=Cc1ccc2c(c1)OCO2)c1ccc(COc2cccc3cccnc23)cc1	6
NC1=[N+](CC(=O)c2ccccc2)Cc2ccccc21	-12
C=CCn1c(=O)c2c(nc3n(C4CCCC4)c(C)cn23)n(C)c1=O	-6
O=C(NCCN1CCOCC1)c1sc2cc(F)ccc2c1Cl	-2
O=C(CN1CCC(C(=O)N2CCN(c3ccccc3F)CC2)CC1)Nc1ccc(F)cc1	-5&-2
O=C(Oc1ccccc1)N1CCC(CNS(=O)(=O)c2ccccc2Br)CC1	-9
COCCNC(=O)c1ccc(=O)n(Cc2cccc(F)c2)n1	-19
CCOC(=O)c1ccc(CC2SC(=N)NC2=O)cc1 (stereo not given)	2
O=C(NCCCn1nc(-c2ccncc2)ccc1=O)Nc1ccc(C(F)(F)F)cc1	0
CCOC(=O)c1c(C)[nH]c(C(C)=NO)c1C	-1
CCOC(=O)c1sc(=S)n(Cc2ccco2)c1C	10

Structural class, the compounds so far with a thiophene ring, fused or not.
SMILES	SSB-PriA inh
COc1ccc(C(=S)N2CCN(C(=O)c3cccs3)CC2)cc1	-13
O=S(=O)(c1cccs1)N1CCc2ncncc2C1	1
COC(=O)N1CCc2c(sc(NC(=O)c3ccccc3Cl)c2C(N)=O)C1	-9
O=C(NCCN1CCOCC1)c1sc2cc(F)ccc2c1Cl	-2

Next part.
SMILES	SSB-PriA inh
Cc1ccc(-c2csc(NC(=O)c3ccc(S(=O)(=O)N(C)c4ccccc4)cc3)n2)o1	1
COc1ccc(-c2ccc(SCC(=O)NCCc3cccs3)nn2)cc1OC	1
COc1ccc(CNC(=O)NCCCn2ccc3cccnc32)cc1	4
NC(=O)c1ccccc1NC(=O)Nc1c[nH]c2ccccc12	2
CC(CC(=O)NCCc1ccccc1)=NNC(=O)COc1ccc(Br)cc1	-29
O=C(NCCN1CCN(C(=O)c2cc(-c3cccs3)[nH]n2)CC1)c1ccc2c(c1)OCO2	-8
Cc1[nH]c(=O)[nH]c(=O)c1CCc1nnc(SCC(=O)Nc2cccc(Cl)c2C)o1	-2
O=C(Cn1cccc1)NC[C@H]1CCCN1c1ccccc1	13
O=C(c1ccc(Br)o1)N1CCC(c2cccs2)CC1	-13
COc1cc(C=Nn2c(-c3ccccc3)n[nH]c2=S)cc(OC)c1O	3
CCn1nccc1C(=O)Nc1ccc2c(c1)OCCO2	-9
Nc1nc(-c2cc([N+](=O)[O-])cs2)cs1	24
O=C1Nc2ccccc2Nc2c1cc([N+](=O)[O-])cc2[N+](=O)[O-]	21
O=C(NCCn1nc(C2CC2)n(-c2ccccc2)c1=O)NCc1cccs1	-11
O=C(Nc1cccc(OC(F)F)c1)c1ccc(N2CCCCC2)nn1	-10
Cc1cc(-c2ccncc2)nn1CCNC(=O)c1cnn(-c2ccccc2)c1C	-2
N#Cc1cc2c(nc1SCC(=O)Nc1cc(S(=O)(=O)N3CCCCC3)ccc1Cl)CCCC2=O	-22
O=C(NCc1ccco1)N(c1ccccc1)c1ccccc1	-5
CCOC(=O)c1ccc(NC(=O)CN2N=NC3C(=O)N(c4ccc(F)cc4)C(=O)C32)cc1 (stereo not given)	0
Cc1ccc(CSc2nccn3nc(-c4cccs4)cc23)cc1	-25
COc1cc(C=NNC(=O)CC(=O)NC2CCCCC2)ccc1O	-3
Cc1csc(NC(=O)C2CN(C(=O)c3c[nH]c4ccccc34)C2)n1	-25
COC(=O)NC(=C(Cl)Cl)S(=O)(=O)c1ccc(C)cc1	2
Cc1cccc(NC(=O)NCCNc2cc(-n3ccnc3C)ncn2)c1C	-10
O=C1CCC(=O)N1c1ccc(S(=O)(=O)N2CCc3ccccc32)cc1	1
Following part:
SMILES	SSB-PriA inh
CCOC(=O)c1ccc(NC(=O)c2cc(=O)[nH]cn2)cc1	-18
CCCc1cc(=O)n(CC(=O)NCc2ccccc2Cl)c(-n2nc(C)cc2C)n1	11
Cc1nc2ccc(NC(=O)COc3ccc4c(c3)OCO4)cc2c(=O)n1-c1ccc(F)cc1	-3
CCCCS(=O)(=O)NCC1CCN(c2nccnc2C#N)CC1	-16
CC1CCCCN1S(=O)(=O)c1ccc(C(=O)Nc2nc(-c3ccc(F)cc3)cs2)cc1 (stereo not given)	-1
O=S(=O)(c1ccc(Oc2ccccc2Cl)cc1)N1CCOCC1	-13
CCOC(=O)c1ccc2nc(NC(=O)c3ccccc3Cl)sc2c1	-10
O=C(O)c1cc(-c2ccc(Cl)cc2)n([C@H]2CCS(=O)(=O)C2)n1	-15
Cc1ccc(C)c(S(=O)(=O)NCC(=O)NCCc2ccccc2)c1	-10
CS(=O)(=O)c1ccc(CC(=O)N(Cc2ccccc2)c2nc3c(F)cc(F)cc3s2)cc1	-3
O=C1CCCc2c1cc(-c1ccccc1)n2-c1cccc(C(F)(F)F)c1	27
COC(=O)c1ccc(Cn2c(-c3nnco3)cc3ccccc32)cc1	19
O=C1CSC(=S)N1N=Cc1cc(Br)c(O)c(Br)c1	-4
COCCN1CCC(NC(=O)c2ccc(C(F)(F)F)cc2)CC1	-16
O=C(Nc1ccc2c(c1)N(C(=O)c1ccco1)CC2)c1cccs1	2
O=C(NC[C@H](Cc1cccc(F)c1)N1CCCC1=O)c1ccccc1	-5
FC(F)(F)c1ccc(C=NNC(=S)NC2CCCCC2)cc1	-9
CCc1cccc(NC(=O)Cn2c(C)nc3c(sc4cccc(F)c43)c2=O)c1	-34
O=C(NCc1nnc(SCC(=O)N2CCCc3ccccc32)o1)c1c(F)cccc1F	-11
C=CCn1c(SCC(N)=O)nc2scc(-c3ccc(Cl)cc3)c2c1=O	1
Cc1cc(NS(=O)(=O)c2ccc(NC(=O)c3ccc(-n4nc(C)cc4C)nn3)cc2)nc(C)n1	7
CCOCC(=O)N[C@@H](C)Cc1cccs1	-12
O=C(CSc1nc2c(oc3ccccc32)c(=O)n1Cc1cccs1)Nc1ccc(F)cc1F	-19
Cc1ccc(-c2n[nH]c(=S)n2N=Cc2c(C)nn(-c3ccccc3)c2C)cc1	-17
O=C(c1ccco1)N1CCCSCC1CN1CCCC1 (stereo not given)	12
The listing continues:
SMILES	SSB-PriA inh
O=C1/C(=C/c2ccco2)Oc2cc(OCc3c(F)cccc3Cl)ccc21	-8
CCOc1c(CC)cnc2c1c(=O)n(CC(=O)Nc1cc(C(F)(F)F)ccc1Cl)c(=O)n2C	-6
CC(=NOCc1ccc(Br)cc1)c1ccccn1	-47
Cc1ccc(Cn2cc(C(=O)NNC(=O)Nc3ccc4c(c3)OCO4)ccc2=O)cc1	-16
O=C(O)CCC(=NNc1ccccc1[N+](=O)[O-])c1cccs1	42*
Cc1c(C=NNc2ccc(F)cc2)c(O)n(C)c(=O)c1C#N	10
CCn1c(/C=N\NC(=O)Cc2ccccc2)nc2ccccc21	4
Cc1ccc(NC(=O)C(=O)NC[C@@H](c2ccsc2)N2CCc3ccccc3C2)cc1F	-3
Cn1cccc(C(=O)NCCC(O)c2cccc3ccccc23)c1=O (stereo not given)	-2
Cn1ncc2c(ON=C(N)c3ccc(C(F)(F)F)cc3)ncnc21	0
COc1ccc(C=NNC(=O)C2C3CCCCC32C)cc1OC (stereo not given)	-5
Cc1ccc(C(=O)c2ccccc2C(=O)Nc2ccc(-c3nc4cccnc4s3)cc2)cc1	-4
Cc1cc(S(=O)(=O)N2CCN(c3ccc(-c4ccco4)nn3)CC2)ccc1F	-7
COc1cc(C=NN2C(=O)C3C4C=CC(CC4)C3C2=O)ccc1O (stereo not given)	-2
O=C(Cc1cccs1)N1CCC(Oc2ccc(C(F)(F)F)cn2)CC1	19
Cc1cc(NC(=O)Cc2cccs2)n(C(C)C)n1	-9
CC(Oc1ccccc1)C(=O)N1CCN=C1SCc1c(F)cccc1Cl (stereo not given)	-10
Cc1cc(C(=O)Nc2cccc(-c3nc4ccccc4o3)c2)no1	3
O=C(Oc1ccc(C=NNc2ccccc2)cc1)c1ccccc1	-18
CCOC(=O)c1sc(-c2ccccc2)cc1NC(=O)Nc1ccc(OC)cc1	-7
CS(=O)(=O)c1cccc(-c2nnc(NC(=O)/C=C/c3cccs3)o2)c1	-4
COc1ccc(CCC(=O)Nc2c(C)nc3sc(C)c(C)n3c2=O)cc1	-14
C=CCn1c(CO)nc2ccccc21	-9&-6
O=C(COc1ccc(Cl)cc1Cl)NCCCS(=O)(=O)N1CCN(c2ncccn2)CC1	-4
CCc1nccn1CC1CCN(C(=O)c2ccccc2SC)CC1	-3

Of the compounds above, these have a furan ring, fused or not.
SMILES	SSB-PriA inh
CCOC(=O)c1sc(=S)n(Cc2ccco2)c1C	10
Cc1ccc(-c2csc(NC(=O)c3ccc(S(=O)(=O)N(C)c4ccccc4)cc3)n2)o1	1
O=C(c1ccc(Br)o1)N1CCC(c2cccs2)CC1	-13
O=C(NCc1ccco1)N(c1ccccc1)c1ccccc1	-5
O=C(Nc1ccc2c(c1)N(C(=O)c1ccco1)CC2)c1cccs1	2
O=C(CSc1nc2c(oc3ccccc32)c(=O)n1Cc1cccs1)Nc1ccc(F)cc1F	-19
O=C(c1ccco1)N1CCCSCC1CN1CCCC1 (stereo not given)	12
O=C1/C(=C/c2ccco2)Oc2cc(OCc3c(F)cccc3Cl)ccc21	-8
Cc1cc(S(=O)(=O)N2CCN(c3ccc(-c4ccco4)nn3)CC2)ccc1F	-7

Going on with the list.
SMILES	SSB-PriA inh
Cc1ccc(C=NNC(=O)c2ccncc2)o1	-4
Cc1c(Cl)cccc1NC(=S)NN=Cc1ccccc1Cl	-7
O=C(CCCOc1ccc(Cl)cc1Cl)NN=Cc1ccccc1O	-16
Cc1cc(-c2nnc(NC(=O)c3ccc(SC(C)C)cc3)o2)nn1C	-9
O=S(=O)(NCCOc1ccccc1)c1ccc(OC(F)(F)F)cc1	-11
O=[N+]([O-])c1ccc(O)c(C=NNc2ccc(Cl)nn2)c1	-7
CCC1CCCC1=NNC(=O)c1ccccc1Cl (stereo not given)	-8
CCn1c(SCC(=O)Nc2ccc(OC)c(Cl)c2)nc2c(-c3ccc(C)cc3)csc2c1=O	-17
O=S(=O)(NCc1cccnc1-c1cccs1)c1ccc(OC(F)(F)F)cc1	-3
O=C1NCCOc2ccc(NS(=O)(=O)C3CCCCC3)cc21	5
CC(C)CCn1c(SCc2nc(-c3ccccc3Br)no2)nc2ccsc2c1=O	-13
Cc1ccc(-c2ccc(=O)n(C(C)C(=O)NCCOc3ccc4nnc(-c5ccccc5)n4n3)n2)cc1 (stereo not given)	-7
Cc1cc(C=NNC(N)=O)c(C)n1-c1ccc(F)cc1	4
CCC(=NNC(=O)CCC(=O)Nc1ccccc1OC)c1ccccc1	1
O=C(CCSc1ccccc1)NCCn1ccc(-c2ccncc2)n1	0
COc1ccc(-c2noc(CSc3nc4ccsc4c(=O)n3C)n2)cc1OC	-7
COc1ccc(C(=O)NN=Cc2ccc3cccc(OCc4ccccc4)c3n2)cc1	-21
CN(C)S(=O)(=O)c1ccc(C(=O)NCCCn2ccc3cccnc32)cc1	-2
O=[N+]([O-])c1ccc2c(c1)NCCC2	6
O=C(Cn1cccc(-c2nc(-c3ccc(Br)cc3)no2)c1=O)Nc1ccc(F)cc1	-9
COc1ccc(OC)c(CNC(=O)[C@H]2CCCN(c3ccc(-c4ccccc4)nn3)C2)c1	13
COc1ccc(Cl)cc1NC(=O)CCCn1nc(-c2ccc(Cl)cc2)ccc1=O	-5
Nc1ccc(C(=O)NN=Cc2sc(N3CCOCC3)nc2-c2ccccc2)cc1	0
C=CCN1C(=O)C(C)(C)COc2cc(NC(=O)COc3ccc(OC)cc3)ccc21	22
CSc1ccccc1CN1CCC(CNC(=O)C(=O)Nc2cc3c4c(c2)CCN4C(=O)CC3)CC1	-13
Later entries.
SMILES	SSB-PriA inh
COc1ccc(S(=O)(=O)N2CCCC2CNC(=O)C(=O)NCCC2=CCCCC2)cc1 (stereo not given)	-2
O=C(c1ccco1)N1CCC[C@@H]1CS(=O)(=O)c1ccccc1	-5
CC(CC(=O)NCc1ccccc1)=NNC(N)=S	-4
CCCC(=O)Nc1ccc(S(=O)(=O)Nc2ccc3c(c2)OCC(C)(C)C(=O)N3)cc1	-9
CNC(=O)C1Cc2ccccc2N1C(=O)c1ccccc1SC(F)F (stereo not given)	-11
O=C(CCCn1cccc1)NCc1ccc(F)cc1	8
O=C(NN=Cc1ccccc1C(F)(F)F)c1ccc(O)cc1	-18
O=S(=O)(Nc1ccc(O)c(Sc2nc3ccccc3s2)c1)c1cccs1	10
Fc1cccc(Cl)c1-c1noc(C2CNC2)n1	-4
CCn1c(C)cc(C2NCCc3cc(O)c(O)cc32)c1C (stereo not given)	-12
CCOc1ccc(OCCNC(=O)c2ccc(Cl)cc2)cc1	-14
Nc1ccc(C(=O)N2CCCCC2)cc1	-1
O=[N+]([O-])c1ccc(O)c(C=NNC(=S)Nc2ccc(Cl)cc2Cl)c1	12
O=C(COc1ccc2ccccc2c1)N1CCOCC1CO (stereo not given)	-14
COc1cccc(OCC(=O)N(CCc2cccs2)C2CC2)c1	-16

The list is partial; count on the stated rates, not on these rows.
